Screens as filed in PubChem.
PPARg SRC1 recr: PPARgamma-driven SRC-1 recruitment agonism | P37231 | PPARgamma-SRC-1 coactivator recruitment biochemical assay | activation, % at 8 µM | hit rate 0.41% among 200,000 | AID 631; in the data active = activation above about 19%;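 note: 0% = DMSO and 100% = reference agonist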
Target sequence (P37231 whole entry, looked up): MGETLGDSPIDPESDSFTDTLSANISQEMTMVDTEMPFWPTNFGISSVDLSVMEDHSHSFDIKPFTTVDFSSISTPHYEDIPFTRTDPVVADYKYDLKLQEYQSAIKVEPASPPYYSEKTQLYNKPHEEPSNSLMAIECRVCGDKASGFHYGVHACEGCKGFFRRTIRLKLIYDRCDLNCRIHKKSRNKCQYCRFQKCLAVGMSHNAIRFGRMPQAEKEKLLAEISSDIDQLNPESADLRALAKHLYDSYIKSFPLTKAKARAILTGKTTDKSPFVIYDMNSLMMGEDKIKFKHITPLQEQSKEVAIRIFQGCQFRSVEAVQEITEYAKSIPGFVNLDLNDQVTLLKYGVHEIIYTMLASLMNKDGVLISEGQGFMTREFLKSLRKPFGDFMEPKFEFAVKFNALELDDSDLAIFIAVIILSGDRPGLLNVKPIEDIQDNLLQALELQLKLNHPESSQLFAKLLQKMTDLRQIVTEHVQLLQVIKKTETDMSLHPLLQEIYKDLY
PPARg SRC-3 ag: agonists of human PPARgamma SRC-3 coactivator recruitment; biochemical PPARgamma/SRC-3 coactivator recruitment assay; activation, % at 8 µM; P37231; AID 731; hit rate 0.26% among 200,000; in the data active = activation above about 23%;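 note: 0% = DMSO and 100% = reference agonist; some compounds past the cut are filed as inactive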
TNAP act hi DEA: increases human TNAP activity under high phosphate acceptor concentration | P05186 | purified TNAP, CDP-star luminescence, 1 M DEA, 30 min; stronger effect = higher value; 0 = EDTA background, 1 = DMSO-only activity | activation factor at 20 µM | 200,000 tested, under 10 active | AID 1136;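 active = activation factor at least 2 at 20 µM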
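Dosing: 20 µM single point. System: human TNAP. Amount: TNAP 1/800 final. Incubation: 30 min, room temperature. Read-out: TNAP activation factor scaled between EDTA and DMSO control wells. Signal: luminescence from CDP-star hydrolysis. Medium: 1 M DEA, pH 9.8, Mg2+, Zn2+. Control set: EDTA negative control, DMSO positive control.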
SRC2 TRFRET art: TR-FRET artefact, counter-screen to PPARgamma/SRC-2 agonist assay; stronger effect = higher value; TR-FRET ratio at 8 µM; hit rate 0.4% among 200,000; AID 1049; in the data active = TR-FRET ratio above about 2000; note: inactives centre near 1500
bIAP act: increases bovine intestinal alkaline phosphatase activity | purified bovine IAP, CDP-star luminescence, 30 min; stronger effect = higher value; fold of DMSO-control signal, blank-subtracted | activation factor at 20 µM | hit rate 0.17% among 200,000 | AID 1016;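 active = activation factor of 2 or more at 20 µM, a signal rise over negative controls twice the positive control's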
PPARg SRC2 recr: promotes SRC-2 coactivator recruitment by human PPARgamma | P37231 | PPARgamma LBD-SRC-2 recruitment, biochemical | hit rate 0.34% among 200,000 | activation, % at 8 µM; in the data active = activation above about 22%;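 note: 0% = vehicle and 100% = reference agonist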
bIAP inhibitor: intestinal alkaline phosphatase (bovine) inhibition | 190,000 tested, under 10 active | purified bovine IAP, CDP-star luminescence, 30 min | inhibition, % at 20 µM;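 active = over 50% inhibition of intestinal alkaline phosphatase at 20 µM in the single-dose screen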
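Incubation: 30 min reaction at room temperature / Material: purified bovine intestinal alkaline phosphatase (IAP) enzyme / Input: enzyme at 1/65,000,000 dilution / Dosing: 20 µM single dose / Signal: CDP-star luminescence signal / Reagent: CDP-star chemiluminescent phosphatase substrate, 30 µM final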
STAT3 blocker: STAT3 signaling inhibition. inhibition, % at 5.5 µM. U3A cells, IL-6 STAT3-luciferase reporter, luminescence; host cell line lacks STAT1. hit rate 0.89% among 190,000;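 active = inhibition above the mean inhibition across all screened compounds plus 3 SD, cut at about 44% in these data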;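 note: 0% = DMSO only wells and 100% = 100 µM nifuroxazide control wells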
STAT1 blocker: inhibitors of IFN-gamma induced STAT1 signaling. NIH 3T3 STAT1-luciferase reporter, luminescence. inhibition, % at 5.5 µM. hit rate 0.35% among 200,000;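 active = inhibition above a set limit, the mean inhibition across all tested compounds plus 3 SD, cut at about 34% in these data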;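 note: 0% = IFN-gamma with DMSO and 100% = IFN-gamma with 300 µM nifuroxazide; values of inactives mirror those of a sister screen read the other way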
ROMK primary: modulators of human ROMK potassium channel | P48048 | Tet-inducible ROMK, thallium flux fluorescence; actives lie on both sides | B-score at 10 µM | hit rate 2% among 130,000 | AID 1918;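 active = signal ratio slope over the read window, or its plate-corrected B-score, at least 3 SD from the plate mean, either direction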;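 note: B-score of the F/F0 ratio slope over 7 to 12 s after thallium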
Target sequence (P48048 whole entry, looked up): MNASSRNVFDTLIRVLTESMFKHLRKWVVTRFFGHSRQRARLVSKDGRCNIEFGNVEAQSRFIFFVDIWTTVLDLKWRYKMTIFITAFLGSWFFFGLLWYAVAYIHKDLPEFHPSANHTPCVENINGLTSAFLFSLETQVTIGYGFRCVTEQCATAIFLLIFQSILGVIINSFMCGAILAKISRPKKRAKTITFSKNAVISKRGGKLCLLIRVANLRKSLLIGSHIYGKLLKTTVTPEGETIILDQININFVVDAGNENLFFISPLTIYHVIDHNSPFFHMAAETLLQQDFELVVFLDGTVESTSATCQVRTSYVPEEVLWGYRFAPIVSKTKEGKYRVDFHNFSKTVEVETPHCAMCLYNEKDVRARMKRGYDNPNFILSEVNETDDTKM
STAT3 act: increases IL-6 driven STAT3 reporter signal | U3A cells, IL-6 STAT3-luciferase reporter, luminescence; 100% = signal with IL-6 EC80 alone | activation (% of control), % at 5.6 µM | hit rate 0.91% among 190,000;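 active = activation above the screen-wide mean of compound activation plus 3 SD, cut at about 130% in these data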;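 note: 0% = background luminescence of wells with medium and substrate only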
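Test system: human U3A cells carrying STAT3-luciferase construct; control set: IL-6-only wells as 100% reference; timing: compound pre-incubation 1 h before IL-6, then 6 h stimulation at 37 °C; also added: IL-6 stimulus at 33 ng/mL final; evaluation: % activation versus median of IL-6-stimulated wells; detection: reporter luminescence signal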
* = called active by the depositor; . = no result given; & = joins results of further samples.

SMILES	PPARg SRC1 recr	PPARg SRC-3 ag	TNAP act hi DEA	SRC2 TRFRET art	bIAP act	PPARg SRC2 recr	bIAP inhibitor	STAT3 blocker	STAT1 blocker	ROMK primary	STAT3 act
COc1ccc(N2CCN(C(=O)C3CCC(Cn4c(=S)[nH]c5ccccc5c4=O)CC3)CC2)cc1 (stereo unspecified)	12	0	1	1595	1	7	2	30	12	.	80
O=C(C1CCCC1)N1CCC(CO)(Cc2ccccc2Cl)CC1	5	-4	1.1	1509	1.1	1	-8	-3	6	-0.0055	103
COCCNC(=S)N/N=C/c1c(C)[nH]c2ccccc12	1	-2	1	1408	1	-9	0	20	-9	-1.9	86
O=C(CCNC(=O)c1ccccc1)OCC(=O)c1cccc(Cl)c1	9	5	1	1643	0.9	7	8	3	0	0.23	99
CC(=O)c1sc(-c2ccccc2)nc1C	3	4	1.1	1611	1	0	-2	24	-10	-0.099	87
CCCCc1cc(=O)oc2cc(OCC(=O)N(CC)CC)ccc12	2	6	1	1676	1.1	-1	-7	4	4	0.45	99
COc1ccc(CNC(=O)c2sc3nc4c(c(C(F)(F)F)c3c2N)CCC4)cc1OC	-3	-5	1	1640	1	5	-4	28	4	.	78
O=[N+]([O-])c1ccc(-n2nnnc2-c2ccccc2)c([N+](=O)[O-])c1	9	5	1	1710	0.9	0	7	6	8	0.56	94
C#CCNC(=O)C1=C[C@@H](C2CC2)[C@H](CCCO)[C@@H](OCC)O1	-7	1	1.1	1458	1	-9	5	.	-2	.	.
Cc1ccc(Cl)c(OCCCCN(C)Cc2ccccc2)c1	-1	-3	1	1556	1	-6	4	2	-8	-0.66	104
O=C(CCCC(=O)NCC1CCCO1)NCC1CCCO1 (stereo unspecified)	-8	-5	1	1416	0.8	-2	16	2	-7	0.89	104
COC(=O)c1cc(OC)c(OC)cc1NC(=O)CSc1nnc(-c2cccnc2)n1C	-2	2	1	1550	1	-4	1	2	-1	0.6	101
COC(=O)c1cc2sc(Cl)cc2n1Cc1nc(-c2cccc(C)c2)oc1C	1	-7	1.1	1703	1	-4	2	-8	0	.	110
COc1ccc(C2Nc3ccccc3C(=O)N2Cc2ccccc2)cc1CSc1ccccn1 (stereo unspecified)	-4	-2	1	1593	1	1	2	8	3	.	102
CCC(=O)N1CCCc2cc(S(=O)(=O)N3CCN(c4ncccn4)CC3)ccc21	2	3	1.1	1473	0.9	-5	8	17	2	.	93
COc1cccc(CN2CCCCC2C(=O)O)c1 (stereo unspecified)	-4	-1	1.1	1430	0.9	-3	7	-2	-3	-0.48	101
Cc1ccc(C)c2[nH]c(=O)c(CCNS(=O)(=O)c3ccccc3)cc12	11	9	1.1	1583	1	6	5	28	12	.	83
N#C/C(=C\c1c(N2CCCCCC2)nc2ccccn2c1=O)C(=O)NC1CCS(=O)(=O)C1 (stereo unspecified)	-6	2	1	1255	0.8	-6	16	1	5	0.74	100
Cc1ccc(NC(=O)CCn2nnc3ccccc32)c(C)c1	2	1	1.1	1717	1	5	0	5	-15	.	98
CC(C)CCNCC(=O)NC(c1ccccc1)c1ccccc1	-7	-3	1	1487	1.2	2	-15	2	4	-0.61	100
CCCCn1c(=O)c(F)cn(Cc2ccc(OC)c([N+](=O)[O-])c2)c1=O	13	4	1	1616	1	6	-4	16	8	.	90
O=C(NCCc1c[nH]c2ccccc12)c1cnc2sccn2c1=O	-1	4	1	1639	1	-4	-4	-31	-30	.	135*
COc1ccc(C2c3c(-c4ccccc4O)n[nH]c3C(=O)N2CCc2ccc(OC)c(OC)c2)cc1 (stereo unspecified)	-3	-2	1	1463	1.5	5	-46	3	1	.	103
O=C(COc1ccc(S(=O)(=O)N2CCOCC2)cc1)Nc1ccc2c(c1)OCCO2	1	0	1	1664	1	-1	2	8	0	.	97
CCc1cccc(NC(=O)Cc2ccc(OC)c(OC)c2)c1	-5	4	1	1651	1.1	5	-8	33	14	.	75
O=C(COc1cccc(Oc2ccccc2)c1)Nc1ncccn1	-7	-4	1	1577	0.8	4	17	6	-4	.	98
COc1cc(C(C)=O)ccc1OCC(O)CNCC1(N2CCCCC2)CCCCC1 (stereo unspecified)	5	7	1	1431	1	-2	-1	-6	6	-1.6	113
O=c1c2ccccc2nc(CSc2ncnc3nc[nH]c23)n1-c1cccc(C(F)(F)F)c1	-6	2	1	1439	1.2	-4	-22	-3	-3	.	104
Cc1cccc(NC(=O)c2ccc(NC(C)c3ccccc3)c([N+](=O)[O-])c2)n1 (stereo unspecified)	0	-2	1	1326	1.1	-7	-6	-1	3	1.4	106
CC1CCc2nc(NC(=O)C3CC3)sc2C1 (stereo unspecified)	-4	5	1	1377	0.9	1	15	-3	-22	0.5	107

Look-ups from above:
O=C(COc1ccc(S(=O)(=O)N2CCOCC2)cc1)Nc1ccc2c(c1)OCCO2 | STAT1 blocker = 0
Cc1ccc(C)c2[nH]c(=O)c(CCNS(=O)(=O)c3ccccc3)cc12 | TNAP act hi DEA = 1.1

Profiles from above. Screens in order: PPARg SRC1 recr, PPARg SRC-3 ag, TNAP act hi DEA, SRC2 TRFRET art, bIAP act, PPARg SRC2 recr, bIAP inhibitor, STAT3 blocker, STAT1 blocker, ROMK primary, STAT3 act
CCCCc1cc(=O)oc2cc(OCC(=O)N(CC)CC)ccc12 across the screens: 2, 6, 1, 1676, 1.1, -1, -7, 4, 4, 0.45, 99
CCCCn1c(=O)c(F)cn(Cc2ccc(OC)c([N+](=O)[O-])c2)c1=O across the screens: 13, 4, 1, 1616, 1, 6, -4, 16, 8, ., 90

Carrying on.
SMILES	PPARg SRC1 recr	PPARg SRC-3 ag	TNAP act hi DEA	SRC2 TRFRET art	bIAP act	PPARg SRC2 recr	bIAP inhibitor	STAT3 blocker	STAT1 blocker	ROMK primary	STAT3 act
CCn1c(O)c(N=NC(=O)CNC(=O)c2ccco2)c2ccccc21	-1	8	1	1420	0.8	-4	18	-4	6	.	102
O=S(=O)(Nc1cccnc1)c1cccs1	6	-6	1	1467	1.1	-5	-8	2	-3	0.57	100
CCn1cc(C(=O)Nc2ccc(C)c([N+](=O)[O-])c2)cn1	-2	-3	1	1438	0.9	-6	9	11	-14	0.82	90
CCOC(=O)Cn1cc(C(=O)c2cccs2)c2ccccc21	-6	-12	1.1	1522	0.9	-1	10	10	7	-0.73	94
O=P(Cc1ccccn1)(c1ccccc1)c1ccccc1	-3	-3	1	1334	1	-3	0	1	9	.	100
Fc1ccc(SCCc2ccncc2)cc1	-4&0	-5&-11	1.1&1	1462&1530	1&0.9	-4&-4	1&6	7&3	-6&0	.	98&101
COc1cc(/C=C(/C#N)c2ccc(F)cc2)ccc1OCc1ccc(C(=O)O)o1	-2	-4	1	1356	1	0	-3	5	-6	.	99
COc1ccc(OC)c(N=CC2=C(O)CC(C)(C)CC2=O)c1	0	11	1.1	1716	1	2	0	16	-3	.	90
COc1ccc(-c2nnc(Nc3ccc(OC)c(C(=O)N4CCCCC4)c3)c3ccccc23)cc1	0	1	1.1	1598	0.8	-1	21	-10	-7	.	108
COc1ccccc1C(C)N(C)Cc1nc(COc2ccccc2)no1 (stereo unspecified)	4	3	1	1372	0.9	2	6	-2	2	-0.092	106
Cc1cc(C)nc(N(C#N)Cc2ccc([N+](=O)[O-])cc2)n1	-4	-3	1	1520	1.2	-8	-16	9	8	0.84	97
CC12CCC(C/C1=N/NC(=O)Nc1ccccc1)C2(C)C (stereo unspecified)	5	0	1	1396	1.3	7	-33	-4	-4	1.9	104
Cc1ccc(OCCNS(=O)(=O)c2ccc(N3CCCC3=O)cc2)cc1	-1	5	1	1579	0.8	-2	24	18	12	-1.9	88
CCOC(=O)N1CCN(C(=O)/C(=C/c2ccc(Br)cc2)NC(=O)c2ccc(OC)cc2)CC1	4	5	1.1	1559	1	4	5	10	-2	-0.063	93
CC1(C)CN(c2ccccc2)N(C(=O)c2ccc(C#N)cc2)C1=O	2	5	1	1588	1	15	4	12	3	.	93
CC(C)[C@H](NC(=O)c1ccccc1)C(=O)OCC(=O)Nc1ccc2c(c1)OCCO2	4	3	1	1549	1.3	9	-28	-2	1	.	98
COC(=O)c1ccccc1Nc1cc(C)nc2nc(C)nn12	1	3	1.1	1508	0.8	0	17	3	1	0.12	97
COc1ccc(NS(=O)(=O)c2ccc(OC)c3ccccc23)cn1	4	19	1.1	1381	1	3	5	3	6	.	98
COc1cc(OC)c2c(c1)OC(c1ccc(OC)c(OC)c1)C(O)C2=O (stereo unspecified)	0	10	1	1381	1	1	1	12	-7	.	95
O=C1CCCC/C1=N\Nc1ccc(OCc2ccccc2)cc1	5	3	1	1640	1.1	17	-11	1	2	0.38	99
CCCCN(CC)CCCNC(=O)c1cn(CC)c2ccc(S(=O)(=O)N3CCc4ccccc4C3)cc2c1=O	0	-2	1	1486	1.2	-10	-17	-9	-1	-1.4	110
Cc1ccc(C)c(OCC(=O)Nc2ccc(N3CCOCC3)cc2)c1	-8	-1	1.1	1536	1	-7	-3	2	-3	.	101
O=C(c1cccs1)N1CCN(C(=O)N2CCOCC2)CC1	4	4	1	1468	0.9	0	11	1	-4	.	104
CC(NC(=O)Nc1ccc(F)cc1)C(c1cccs1)N1CCCC1 (stereo unspecified)	1	-1	1	1628	0.9	5	14	-6	-2	.	108
COc1ccc(OCC(O)CN(C2CCCCC2)C2CCCCC2)cc1 (stereo unspecified)	-3	2	1.1	1590	0.9	8	12	10	8	.	95
O=C(CSc1nc(-c2ccco2)cc(C(F)(F)F)n1)NCCc1ccccc1	-3	3	1	1513	1	-5	1	-2	5	-0.015	105
O=C(NNc1c2ccccc2nc2ccccc12)c1ccc(O)cc1O	13	9	0.9	1568	0.7	15	27	15	-15	-1.8	94
Cc1cc(C)c2oc(-c3ccc(Cl)c(NC(=O)c4ccc(C#N)cc4F)c3)nc2c1	4	9	1	1668	1	5	1	-81	-11	.	173*
COc1cccc(CNn2c(-c3cccc(C)c3)nc3ccccc3c2=O)c1O	2	5	1	1507	1	12	2	7	0	-0.13	96
O=C(NC(=S)Nc1ccc(N2CCOCC2)cc1)c1cncc(Br)c1	10	0	1	1580	1	-5	-4	22	9	0.26	85
CN(C)c1ccnc(C(=O)O)c1	5	9	1	1435	1	-3	-2	-3	8	.	106
CSCC[C@H](NC(=O)OC(C)(C)C)c1nnc(SCc2ccc(F)cc2)o1	4	11	1	1579	0.9	-6	6	2	-4	-1.9	100
O=C(COC(=O)CNC(=O)c1ccccc1)Nc1ccc(S(=O)(=O)N2CCOCC2)cc1	8	4	1	1537	1.1	6	-10	0	-4	-0.67	104
CCOc1ccccc1NC(=O)N1CCC(NC(=O)c2ccccc2C)CC1	0	-6	1.1	1362	1	-1	1	-8	-5	.	110
